High-throughput results as filed in PubChem BioAssay.
DAX1 inh-1 – DAX1 (NR0B1) inhibitors, primary screen, cell-based, HEK293, Gal4-DAX1, luciferase luminescence; HEK293 Gal4-DAX1 luciferase reporter; inhibition, % at 6.75 µM; 0.99% of 340,000 active; AID 504766, 2011;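 active means inhibition above the mean over all tested compounds plus 3 SD, cut at about 4.2% in these data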;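 further: 0% = DAX1-transfected cells with DMSO and 100% = empty-vector control cells with DMSO; inhibition shows as a rise in luminescence from relieved DAX1 repression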
Target sequence (P51843 207-470 limits assumed): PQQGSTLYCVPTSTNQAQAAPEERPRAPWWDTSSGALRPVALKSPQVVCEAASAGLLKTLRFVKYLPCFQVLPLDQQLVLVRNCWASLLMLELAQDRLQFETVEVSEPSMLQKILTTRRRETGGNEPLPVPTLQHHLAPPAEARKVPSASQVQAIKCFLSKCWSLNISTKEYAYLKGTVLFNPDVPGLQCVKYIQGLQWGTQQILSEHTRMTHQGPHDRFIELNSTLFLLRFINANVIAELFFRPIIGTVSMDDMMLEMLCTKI
ssDAF12 agonist – S. stercoralis DAF-12 nuclear receptor activators, primary screen, cell-based, luminescence, HEK293, GRIP1 co-expression, lit1-tk-luc; AID 652126, 2013; Nuclear hormone receptor DAF-12 (Strongyloides stercoralis); activation, % at 6.8 µM; 1% of 370,000 active; HEK293 ssDAF-12/GRIP1 lit1-tk-luc reporter; % of 3 µM dafachronic acid response;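 active means activation above the mean over all tested compounds plus 3 SD, cut at about 0.9% in these data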;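 further: 0% = DMSO-only wells and 100% = 3 µM delta7-dafachronic acid wells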
GAA850 FXN act – FXN promoter activators, primary screen, cell-based, luciferase luminescence, HEK293 lucGAA850; HEK293 lucGAA850 FXN promoter luciferase reporter, 24 h; percent of 10 µM SAHA response; activation, % at 6 µM; 0.56% of 360,000 active; AID 540364, 2011;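 active means activation above the average of all compounds screened plus 3 SD, cutoff fixed separately per campaign, cut at about 7.5% in these data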;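 further: 0% = DMSO wells and 100% = 10 µM SAHA wells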
ADAM17 inh – ADAM17 inhibitors, primary screen, biochemical, QFRET. inhibition, % at 6.95 µM. 0.83% of 370,000 active. Disintegrin and metalloproteinase domain-containing protein 17 (Homo sapiens), P78536. recombinant ADAM17, EDANS/DABCYL FRET peptide cleavage;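 active means inhibition above the mean of compounds lying between control limits plus 3 SD, set per campaign, cut at about 8.5% in these data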;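 further: 0% = DMSO-only wells as the low control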
Target sequence (P78536 215-824 limits assumed): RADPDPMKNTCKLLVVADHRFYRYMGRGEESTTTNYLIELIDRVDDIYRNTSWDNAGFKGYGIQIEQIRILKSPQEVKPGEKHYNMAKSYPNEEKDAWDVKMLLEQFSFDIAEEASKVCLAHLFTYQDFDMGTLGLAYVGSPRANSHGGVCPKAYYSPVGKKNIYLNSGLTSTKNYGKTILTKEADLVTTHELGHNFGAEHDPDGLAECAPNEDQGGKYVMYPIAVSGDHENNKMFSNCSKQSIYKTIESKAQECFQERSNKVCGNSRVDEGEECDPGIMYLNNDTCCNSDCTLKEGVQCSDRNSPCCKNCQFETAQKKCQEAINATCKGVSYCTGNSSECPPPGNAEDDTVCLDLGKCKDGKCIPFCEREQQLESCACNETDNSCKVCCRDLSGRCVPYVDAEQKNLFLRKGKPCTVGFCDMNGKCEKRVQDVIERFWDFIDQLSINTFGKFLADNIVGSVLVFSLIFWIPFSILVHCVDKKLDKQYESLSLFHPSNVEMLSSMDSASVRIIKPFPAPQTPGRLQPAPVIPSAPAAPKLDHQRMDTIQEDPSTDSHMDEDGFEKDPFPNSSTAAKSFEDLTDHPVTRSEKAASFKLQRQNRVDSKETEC
ADAM10 inh – human ADAM10 inhibitors, primary screen, biochemical, QFRET, HTS; Disintegrin and metalloproteinase domain-containing protein 10 (Homo sapiens), O14672; recombinant ADAM10, EDANS/DABCYL FRET peptide cleavage, 3 h; inhibition, % at 7 µM; 0.62% of 370,000 active;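 active means inhibition above a per-campaign cutoff equal to the mean of compounds falling between control-based bounds plus 3 SD, cut at about 20% in these data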;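 further: 0% = DMSO wells while the 100% control is not disclosed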
hgDAF12 agonist – H. glycines DAF-12 receptor agonists, primary screen, cell-based, luminescence, HEK293, GAL4 fusion, UAS-luciferase; Nuclear hormone receptor DAF-12 (Heterodera glycines), GAL4 fusion; HEK293 GAL4-hgDAF12 UAS-luciferase reporter, agonist luminescence; normalized to butyrate control; activation, % at 6.8 µM; 1.8% of 370,000 active; AID 687014, 2013;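 active means activation above a cutoff set at the mean of all screened compounds plus 3 SD, cut at about 10% in these data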;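 further: 0% = DMSO wells and 100% = sodium butyrate wells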
hcDAF-12 act – H. contortus DAF-12 nuclear receptor activators, primary screen, cell-based, luminescence, HEK293, lit1-tk-luc reporter; AID 652067, 2013; HEK293 hcDAF-12 lit1-tk-luc reporter; 0% DMSO, 100% Δ7-dafachronic acid; activation, % at 6.8 µM; 1.4% of 370,000 active;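 active means activation above the mean of all tested compounds plus 3 SD, cut at about 5.5% in these data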;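 further: 100% = response to 3 µM Δ7-dafachronic acid high control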
GC-A act – GC-A stimulated cGMP production enhancers – HEK293 GC-A cells, cGMP TR-FRET, EC30 ANP, primary screen. 0% at EC30 ANP, 100% saturating ANP. activation, % at 10 µM. 0.14% of 370,000 active. Atrial natriuretic peptide receptor 1 (Homo sapiens), P16066; in the data active means activation above about 40%
SMARCA2 act – SMARCA2 (BRM) function activators, primary screen, cell-based, luminescence, high throughput; MG213 cells, MMTV-luciferase reporter, dexamethasone, overnight; activation, % at 9.1 µM; 1% of 370,000 active; AID 652017, 2013; in the data active means activation above about 7.8%;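 further: 0% = vehicle wells and 100% = reference activator wells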
DAX1 inh-2 – DAX1 (NR0B1) inhibitors on StAR promoter, primary screen, cell-based, luminescence, SF-1 (NR5A1), full-length DAX-1. HEK293T StAR-luciferase reporter, SF-1/DAX-1 repression relief. inhibition, % at 6.8 µM. 1.1% of 370,000 active. AID 652010, 2013;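 active means inhibition above the mean over all tested compounds plus 3 SD, cut at about 3.6% in these data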;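 further: 0% = DAX-1 cells with DMSO and 100% = cells lacking DAX-1 with DMSO; higher inhibition means more luminescence from relief of DAX-1 repression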
PG9 Ab binder – binders of HIV-1 gp120 antibody PG9, primary screen, biochemical, TR-FRET | HIV-1 gp120 / PG9 antibody interaction | TR-FRET gp120-PG9 antibody binding | inhibition, % at 6.7 µM | 0.43% of 360,000 active; in the data active means inhibition above about 8.5%
The depositor's hits bear a star; · = not tested or not shown; & = joins results of further samples. Not a hit list. About 6.8% of those tested had a hit in this group.

SMILES	DAX1 inh-1	ssDAF12 agonist	GAA850 FXN act	ADAM17 inh	ADAM10 inh	hgDAF12 agonist	hcDAF-12 act	GC-A act	SMARCA2 act	DAX1 inh-2	PG9 Ab binder
Cc1nc2ncnn2c(C)c1Cc1ccc(Cl)cc1F	0.1	-1.7	2.8	-5	-9	-1.1	-2.8	-5	-2	0.0	-1.5
CN(C)S(=O)(=O)N1CCC(Oc2ccc(C(=O)NC3CCCCC3)cc2)CC1	1.7	-1.0	1.9	0	-4	-2.7	-1.0	4	-1	1.2	0.0
Cc1cccc(NCCC(=O)c2ccc(Br)cc2)c1	1.1	-0.7	3.4	0	1	-1.3	-1.4	3	-2	-0.1	-0.9
CCOC(=O)c1cc(CC)sc1NC(=O)COC(=O)c1ccccn1	-0.3	-0.4	3.5	-2	0	-2.8	-1.1	0	0	-0.4	-1.5
Cc1ncc(CO)c2c1Oc1nc(-c3ccccc3)nc(SCC(=O)Nc3cccc(O)c3)c1C2	-1.7	-0.9	-1.0	3	10	-2.3	-1.8	-11	-1	-1.7	-0.6
CCOc1ccc(S(=O)(=O)N2CCCCC2)cc1NC(=O)CN1CCCC1c1cccs1 (stereo not given)	-1.4	-1.2	-2.4	1	-1	3.1	-1.5	0	-1	-0.2	-0.5
COCCCNC(=O)C[C@@H]1C[C@@]2(C(=O)OC)CC(C)(C)CC=C2N(Cc2ccccc2)C1=O	·	-1.1	·	-1	-1	-0.6	1.9	1	2	1.0	0.9
COCCN(C(=O)Cc1ccc(S(=O)(=O)N2CCOCC2)s1)c1c(N)n(CC(C)C)c(=O)[nH]c1=O	0.1	-1.3	1.1	-7	-16	2.3	-1.2	2	-2	0.3	-1.0
CN(CC(=O)N1CCCC1)S(=O)(=O)c1ccc2ccccc2c1	-1.0	-0.9	4.3	4	1	-2.2	-1.1	0	1	0.5	-0.9
CC1(C)CC(=O)C2=C(C1)Nc1ccccc1NC2c1ccc2c(c1)OCO2 (stereo not given)	0.2	-1.0	2.3	-2	-8	0.5	0.0	-8	0	-0.2	-1.4
CC1=CC(C)(C)N2C(=O)C3(C(C#N)=C(N)OC4=C3C(=O)CC(C)(C)C4)c3cccc1c32 (stereo not given)	·	-1.0	·	-4	2	1.3	-0.9	-7	-1	0.2	-0.8
CCn1c(SCC(=O)Nc2sc3c(c2C(N)=O)CCC(C)C3)nnc1-c1ccco1 (stereo not given)	0.1	-1.5	5.0	1	-1	-1.9	-0.8	-4	-1	-0.1	1.1
CCN(CC)CCCNC(=O)c1cc(-c2cccc(Cl)c2)on1	-0.2	-2.0	-3.5	0	0	0.5	-0.6	3	1	0.2	0.9
N#CCSc1nnc(SCC#N)s1	1.2	-1.4	1.9	-6	3	3.3	-0.5	1	-1	-0.3	0.5
CCN1C(=O)N[C@@H](c2ccc(Br)cc2)C(C(=O)OC)=C1C	-0.5	-1.7	0.0	-5	-5	-1.1	-2.3	9	-1	0.0	0.4
COc1nonc1NC(=O)CSc1nc2ccccc2[nH]1	1.9	0.5	1.5	-5	5	-0.7	-1.1	-5	-2	-0.7	0.7
Nc1c(N)c2ccccc2oc1=O	0.1	0.0	3.4	-20	-40	1.5	-0.1	-7	-3	0.2	-2.3
CC(/C=C/c1ccccc1)=N/NC(=O)c1nc2nc(C)cc(C)n2n1	-0.8	-0.7	1.5	-1	2	0.2	-0.2	-3	7	-0.8	-1.7
O=C1CCC(C(=O)Nc2cc(C(F)(F)F)ccc2-n2cncn2)=NN1	0.6	-0.8	1.6	-3	0	0.9	3.4	2	2	-0.7	-0.4
COc1cccc(CN2CCN(C(=O)c3cc(-c4cccnc4)nc4ccc(C)cc34)CC2)c1	-0.2	-2.1	-3.4	-5	-11	-2.6	-1.3	-3	-1	-2.9	0.6
O=C(Nc1ccc(Cc2ccncc2)cc1)C1CC1	0.6	-1.8	-5.1	3	12	-0.2	-2.0	3	-3	0.0	-2.3
Cc1ccc(C(=O)Cn2c(=N)n(N)c3ccccc32)cc1	4.6*	1.6*	3.1	-3	7	9.1	7.5*	-5	6	1.6	-1.9
CC1=C(C(=O)Nc2ccccc2F)C(c2ccsc2)C2=C(CC(c3ccccc3)CC2=O)N1 (stereo not given)	0.2	-1.1	-2.1	-10	-28	-1.7	-1.9	-2	1	0.4	-2.0
O=c1[nH]c(=S)[nH]c2c1C(c1ccc(Br)cc1)c1c([nH]c(=S)[nH]c1=O)O2	-1.2	-1.1	0.0	-2	11	0.2	-1.6	-18	1	0.2	-1.4
CC(=O)c1ccc(S(=O)(=O)N(CC(=O)NC2CC2)Cc2ccc(F)cc2)cc1	0.3	-1.1	3.5	-5	-8	2.1	-2.3	-1	1	0.5	1.9

Copied from the list.
PG9 Ab binder result of O=C1CCC(C(=O)Nc2cc(C(F)(F)F)ccc2-n2cncn2)=NN1 : -0.4
ADAM17 inh result of CC(/C=C/c1ccccc1)=N/NC(=O)c1nc2nc(C)cc(C)n2n1 : -1

(continued)
SMILES	DAX1 inh-1	ssDAF12 agonist	GAA850 FXN act	ADAM17 inh	ADAM10 inh	hgDAF12 agonist	hcDAF-12 act	GC-A act	SMARCA2 act	DAX1 inh-2	PG9 Ab binder
CCOc1ccc(Nc2ccc(S(=O)(=O)N3CCN(C)CC3)cc2[N+](=O)[O-])cc1OCC	-0.1	-1.0	-0.2	-1	-3	-0.8	-1.5	1	4	-0.5	-2.0
Cc1ccnc(NC(c2ccccc2O)c2oc(CO)cc(=O)c2O)c1 (stereo not given)	0.1	-1.0	1.3	-5	-14	5.1	1.5	-1	1	0.6	-1.5
O=C(COc1ccc(Cl)cc1Br)NNC(=O)C(=O)N1CCCCC1	0.7	-0.4	0.2	2	6	2.3	0.2	1	1	0.3	0.9
CC(N=C1NS(=O)(=O)c2ccccc21)C(=O)NCc1ccc(F)cc1 (stereo not given)	1.2	-1.5	-1.8	-1	3	2.0	-1.2	3	-3	-1.0	-0.9
COc1ccc(-c2ccc(C(=O)NCc3ccc(F)c(F)c3)c3occc23)c(C)c1	·	-1.9	-1.1	-4	-16	-3.5	-2.0	0	-6	-2.9	0.2
O=C(NCCc1ccccc1)C(=O)NCC1OCCN1S(=O)(=O)c1ccc(Br)cc1 (stereo not given)	-0.4	-1.6	-1.5	-2	-2	-2.2	-4.2	2	-1	-5.1	-0.6
O=C(/C=C/c1cccs1)N1CCN(c2ccc(O)cc2)CC1	-2.0	-0.6	0.9	3	8	-3.7	-1.2	-3	-3	0.3	-2.4
O=C(NNc1cc(C(F)(F)F)nc2ccccc12)Nc1cccc(Cl)c1	-0.2	-1.3	-1.9	5	9	-4.5	-3.4	7	-4	-0.5	-3.5
CCOC(=O)c1[nH]c(C)c(CN(CCc2ccc(OC)c(OC)c2)C(=O)CCCC(=O)O)c1C	-0.2	-0.9	0.2	1	9	-0.3	-2.6	0	2	-0.3	0.7
COc1ccc(CNC(=O)CCNC(=O)C2CCN(S(=O)(=O)c3ccc(OC)cc3)CC2)cc1	-0.5	-1.1	-1.0	-2	-1	-0.3	-0.5	-1	-1	-1.0	-1.6
CCOCC(=O)Nc1cc([N+](=O)[O-])ccc1C	-0.6	-1.0	0.0	-1	-1	2.3	-2.1	0	2	-1.0	-0.8
CCCCC1=CC2=CC(=O)C(C)(OC(=O)CC)C(=O)C2=CN1c1cccc(C#N)c1 (stereo not given)	0.9	-1.1	-1.2	-25	-66	-1.8	-1.6	-3	0	0.2	0.7
O=C1C(Cl)=C(Nc2ccc3cn[nH]c3c2)C(=O)c2ccccc21	-4.5	-0.8	-14	-5	5	-10	-3.8	-47	-11	-2.2	-13
CC1CCOC2(O1)C(=O)N(CN1CCN(c3ccccc3F)CC1)c1ccccc12 (stereo not given)	0.6	-0.5	-2.1	-2	0	0.0	4.3	2	1	0.7	1.5
O=C(CCCn1c(=O)[nH]c2ccccc2c1=O)NCCSCc1ccccc1	0.8	-1.6	-1.8	3	-1	1.2	-1.9	-5	-1	-0.1	1.2
O=C(NCc1cccs1)c1nc2ncccn2n1	1.4	-1.0	-0.8	3	6	-0.8	-1.0	1	2	0.4	-1.7
CCc1nnc(NC(=O)C2CCN(C(=O)c3ccccc3C)CC2)s1	-0.8	-1.2	-0.7	-4	-6	0.6	-0.8	-1	-2	0.0	-2.3
O=C1c2ccccc2C(=O)N1CCOCCN1C(=O)c2ccccc2C1=O	0.8	-0.9	2.2	-4	2	4.8	0.7	5	0	0.2	-0.1
Nc1ccc(S(=O)(=O)c2ccc(N)c(N)c2)cc1	-1.0	-1.3	2.2	1	8	-0.7	-2.4	-4	-2	-0.1	-4.7
CC12CCC(=O)N1C(C(=O)Nc1ccccc1N1CCCCC1)CS2 (stereo not given)	0.6	-0.7	1.1	-6	-9	1.1	-0.8	0	0	2.3	-0.3
Cc1ccc2c(c1)Sc1c(ccc3ccccc13)N2	4.8*	3.2*	2.0	-36	-149	21*	14*	6	4	3.2	1.4
Cn1ccc(C(=O)Nc2sc3c(c2C(N)=O)CCCCC3)n1	2.0	-0.6	3.3	-4	-5	12*	7.8*	1	4	10*	2.4
COc1cc(C(=O)Nc2ccc(C(=O)NCC3CCCO3)cc2)cc(OC)c1OC (stereo not given)	1.5	-1.9	-0.9	0	-3	3.2	1.0	-4	-1	0.0	-1.7
CCN1CCN(Cc2ccc(NC(=O)c3cc(NC(=O)c4ccno4)cc(OC)c3)cc2C(F)(F)F)CC1	0.2&0.3	-1.2&-1.2	-1.7&-1.4	0&-3	-3&-7	1.7&-2.5	0.7&-0.1	-8&-1	4&1	-0.2&-0.1	-0.5&-1.6
COc1cccc(CC(=O)Nc2ccc3nc(C)sc3c2)c1	1.1	-0.6	-0.1	1	10	1.6	-1.3	-3	7	0.0	-0.8
Cc1cccc(N(CC(=O)NCC2CCCO2)C(=O)CCC(=O)Nc2nccs2)c1 (stereo not given)	0.2	-0.9	0.1	-3	2	0.6	-0.6	5	-2	0.0	-0.8
O=C(Nc1ccccc1N1CCCCC1)c1ncoc1-c1ccc(F)cc1	0.7	-1.1	3.1	2	4	0.0	0.5	-2	-2	0.1	1.3
O=C1NC(=O)c2cc([N+](=O)[O-])cc3cccc1c23	-0.6	-1.4	-0.2	-3	-3	-0.5	1.6	12	-1	0.2	-0.9
